TR SRC2 fluor cs: alters Texas Red total fluorescence, flagging assay interference | 280,000 tested, 0.29% active | TRb/SRC2 Texas Red total fluorescence interference | Potency, µM (highest dose often 106 µM), for the others: at the top dose fluorescence change, negative = quenching; active = well fitted curve in either direction with a large enough effect; inconclusive = small, poorly fitted or top-dose-only effect
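Human TRβ ligand-binding domain (0.6 uM) and Texas Red SRC2 peptide (20 nM) in Tris buffer with 1 uM T3 and 5% DMSO were incubated with pinned compound for 5 hr at ambient temperature. Total fluorescence was computed as S + 2P (555/632 nm).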
Tau fluor cs: counter-screen for tau fibril formation inhibitors; tau K18 P301L Alexa594 fluorescence, heparin fibrillization; Potency, µM (titrated, usually from 57.7 µM), for inactives: at the top dose activity change, negative = decrease; 280,000 tested, 0.93% active; AID 1463; note: nearly all actives have a fitted effect of over 55% in size
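Human tau K18 P301L (15 uM unlabeled, 0.24 uM Alexa 594-labeled) in 100 mM sodium acetate pH 7 with 20 uM heparin, 6 hr at 37 C. ThT 30 uM added, 1 hr ambient; Alexa 594 FP and total fluorescence read at 555/632 nm.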
L3MBTL1 block: inhibitors of human L3MBTL1 | Q9Y468 | AlphaScreen L3MBTL1–H3K9me1 peptide binding | Potency, µM (titrated, usually from 57.1 µM), for inactives: at the highest dose activity, negative = inhibition, actives largely listed as inhibitors | 230,000 tested, 0.66% active; note: nearly all actives have a fitted effect of over 60% in size
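Displacement of a biotinylated histone H3(1-15) peptide monomethylated at Lys9 (75 nM) from L3MBTL1 (50 nM) was measured by AlphaScreen after a 30 min room-temperature compound incubation; cefsulodin titration served as intraplate control.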
Tau fibril FP: inhibitors of human tau fibril formation; K18 P301L tau heparin fibrillization, Alexa594 FP, 6 h; Potency, µM (highest dose often 57.7 µM), without a hit: top-dose activity, negative = inhibition, hits mostly inhibitors; 280,000 tested, 0.39% active; note: nearly all actives have a fitted effect of over 55% in size
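Human K18 P301L fragment (15 uM unlabeled plus 0.24 uM Alexa 594-labeled) in 100 mM sodium acetate pH 7 with compound, aggregation induced by 20 uM heparin for 6 hr at 37 C. ThT (30 uM) added for 1 hr, then Alexa 594 FP read.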
ALDH1A1 block: ALDH1A1 (human) enzyme inhibition | Purified ALDH1A1, NADH fluorescence, propionaldehyde substrate | Potency, µM (doses to about 75.3 µM), without a hit: at the highest dose activity, negative = inhibition, hits mostly inhibitors | 220,000 tested, 7.3% active; active = well fitted inhibition curve with a large enough effect, not every such curve was filed as active; inconclusive = small, poorly fitted or top-dose-only effect, or another doubt; inactive = no such curve, though single readings can be large or run the other way;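 note: plate controls were no enzyme wells and a reference inhibitor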
Target sequence (P00352 whole entry, looked up): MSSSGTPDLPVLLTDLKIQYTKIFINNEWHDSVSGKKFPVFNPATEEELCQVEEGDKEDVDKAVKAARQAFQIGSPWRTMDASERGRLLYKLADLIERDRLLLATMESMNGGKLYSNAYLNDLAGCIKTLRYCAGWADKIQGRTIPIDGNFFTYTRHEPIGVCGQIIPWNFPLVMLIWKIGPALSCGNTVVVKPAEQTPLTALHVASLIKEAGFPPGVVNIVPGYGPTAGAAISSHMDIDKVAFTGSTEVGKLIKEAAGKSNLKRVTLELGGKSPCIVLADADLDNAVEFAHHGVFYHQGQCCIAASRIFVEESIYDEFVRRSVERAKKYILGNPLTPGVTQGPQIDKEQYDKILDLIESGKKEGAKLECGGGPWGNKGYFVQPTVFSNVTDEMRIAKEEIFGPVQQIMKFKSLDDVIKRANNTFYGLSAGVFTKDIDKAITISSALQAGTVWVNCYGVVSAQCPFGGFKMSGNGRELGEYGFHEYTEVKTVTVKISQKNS
TRb-SRC2 inh: inhibitors of human thyroid hormone receptor beta-SRC2 interaction; P10828; TRbeta-SRC2 peptide binding, fluorescence polarization; receptor liganded with 1 µM T3; Potency, µM (doses to about 106 µM), for the others: at the highest dose activity change, negative = inhibition, actives largely listed as inhibitors; 280,000 tested, 0.065% active; AID 1469;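 note: plate controls were bound peptide for no effect and peptide without receptor for full effect; nearly all actives have a fitted effect of over 50% in size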
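Fluorescence polarization of 20 nM Texas Red SRC2 peptide (20-aa NR interaction domain) bound to 0.6 uM human TRb ligand-binding domain, with 1 uM T3, after 5 hr at ambient temperature; inhibition seen as decreased polarization.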
GLA spleen mod: inhibits or activates alpha-galactosidase in human spleen homogenate; 240,000 tested, 0.008% active; Potency, µM (highest dose often 80 µM), for the others: at the top dose activity change, negative = inhibition, hits mostly inhibitors; P06280; human spleen homogenate, 4MU-alpha-Gal fluorescence, 40 min;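 note: 0% = enzyme with vehicle and -100% = no enzyme basal signal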
Target sequence (P06280 32-429 limits assumed): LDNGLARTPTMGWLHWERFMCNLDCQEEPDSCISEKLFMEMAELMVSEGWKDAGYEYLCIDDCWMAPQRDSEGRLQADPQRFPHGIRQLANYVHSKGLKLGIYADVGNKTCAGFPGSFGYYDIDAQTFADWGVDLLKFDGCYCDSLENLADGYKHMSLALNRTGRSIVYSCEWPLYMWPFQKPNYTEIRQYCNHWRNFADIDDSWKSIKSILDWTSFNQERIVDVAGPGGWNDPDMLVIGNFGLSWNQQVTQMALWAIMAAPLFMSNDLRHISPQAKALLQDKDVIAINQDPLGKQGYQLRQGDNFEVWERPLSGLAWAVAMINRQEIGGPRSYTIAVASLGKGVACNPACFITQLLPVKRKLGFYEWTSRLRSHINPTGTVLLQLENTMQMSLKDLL
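Human spleen homogenate (1 ug) as enzyme source, 4-methylumbelliferyl-alpha-D-galactopyranoside 1 mM final, citrate/phosphate pH 5.0 with 0.01% Tween-20. Compounds 40 min at 37C, NaOH/glycine stop; fluorescence Ex 365/Em 440, Hill-fit AC50.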
Tau ThT inhib: blocks human tau fibril formation measured by thioflavin T; P10636; recombinant tau K18 P301L (four-repeat tau fragment), heparin-induced fibrillization, ThT fluorescence; Potency, µM (highest dose often 57.4 µM), without a hit: at the highest dose activity, negative = inhibition, usual class: inhibitors; 270,000 tested, 2.1% active; AID 1460; note: nearly all actives have a fitted effect of over 55% in size
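Recombinant human tau K18 fragment […] carrying P301L, 15 uM unlabeled plus 0.24 uM Alexa 594-labeled, was fibrillized with 20 uM heparin in 100 mM sodium acetate pH 7 for 6 hr at 37 C; 30 uM ThT fluorescence read after 1 hr.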
Numbers without * were called inactive; u = inconclusive; x = no result given. Unless noted, calls come from the whole dose curve; as a rule, active = well fitted curve in the direction sought with a large enough effect; inconclusive = small, poorly fitted or top-dose-only effect, or another doubt; inactive = no such curve, though single readings can be large; an effect the other way counts as inactive or inconclusive. Unless noted, % is set by controls: 0 for no effect and ±100 for the full control effect; potency is the fitted concentration of half-maximal effect. Compounds were not picked by outcome. About 8.5% of those tested had a hit in this group.

SMILES	TR SRC2 fluor cs	Tau fluor cs	L3MBTL1 block	Tau fibril FP	ALDH1A1 block	TRb-SRC2 inh	GLA spleen mod	Tau ThT inhib
CCN1C(=O)C2C(c3cccc(F)c3)NC(C)(C(=O)OC)C2C1=O (stereo not given)	-4%	3%	5%	-1%	3%	-5%	8%	5%
O=c1c2cc(-c3ccccc3)sc2ncn1/N=C/c1ccco1	-7%	-4%	-6%	1%	u	-3%	4%	u
CCOC(=O)c1cc2c(nc1C)-c1cc(Cl)cc(Cl)c1OC2O (stereo not given)	-2%	-1%	7%	1%	3%	1%	-6%	-17%
O=C(Cn1c(=O)n(Cc2ccc(F)cc2)c(=O)c2sc3ccccc3c21)NCc1ccccc1Cl	4%	4%	x	-17%	x	-8%	x	14%
COc1ccc(C(=O)CSc2ncnc3nc[nH]c23)cc1	0%	-14%	9%	-6%	x	3%	2%	u
CCOc1ccc(OCC)c(S(=O)(=O)n2cc(C)nc2CC)c1	-8%	5%	25%	2%	-16%	-7%	-20%	9%
C/C(CCc1ccc2c(c1)OCO2)=N\N=C1\NC(=O)CC(C(=O)Nc2ccccc2)S1 (stereo not given)	-4%	-30%	-5%	-2%	5%	5%	2%	-10%
Cc1cc(C(F)(F)F)nc(NCc2cccnc2)n1	-5%	-3%	-1%	-3%	0%	-1%	-2%	-6%
O=C(NCCOc1ccccc1)C1CCCN1C(=O)c1cccs1 (stereo not given)	3%	4%	10%	1%	-7%	4%	4%	8%
CCOc1ccc(-c2[nH]nc3c2C(c2ccc(O)cc2)C(C#N)=C(N)O3)cc1 (stereo not given)	-2%	-16%	x	-11%	18µM*	5%	7%	-10%
Cn1c(NC(=O)c2ccc(F)cc2)c(-c2ccccn2)c(=O)c2ccccc21	0%	-12%	0%	-5%	x	9%	-5%	-12%
CCc1nccn1S(=O)(=O)c1cc(C)c(OC)cc1C	0%	0%	x	0%	1%	1%	8%	0%
CCCCC(CC)C(=O)NCc1ccc(F)cc1 (stereo not given)	0%	8%	6%	9%	-1%	-9%	-2%	1%
CCC(=O)NCCc1cc2ccc(C)cc2[nH]c1=O	-4%	6%	-12%	-1%	u	-7%	-7%	-3%
CCOc1cc(C(=S)N2CCC(O)CC2)ccc1OS(=O)(=O)c1ccc(Br)cc1	-1%	u	x	-10%	-7%	-18%	5%	-18%
O=C(Nc1ccccc1C(F)(F)F)C1CCN(S(=O)(=O)c2ccccc2)CC1	-2%	0%	x	-7%	x	6%	x	u
CCC(=O)Nc1ccc2nc(SCCOc3ccc(C)cc3OC)sc2c1	9%	u	x	u	x	6%	x	u
O=C(Nc1cccc(C(F)(F)F)c1)c1cc(-c2ccc(Cl)s2)nc2ccccc12	5%	-14%	x	u	x	2%	x	14%
COC(=O)c1ccc(Cc2ccc(C(=O)OC)o2)o1	1%	-11%	-2%	-4%	7%	-16%	12%	-16%
CCOc1ccc(C(=O)NCCc2sc3nc(-c4ccc(Cl)cc4)nn3c2C)cc1OCC	-1%	-18%	x	-3%	x	-6%	x	-12%
Cc1ccc2c(=O)cc(C(F)F)oc2c1	1%	1%	x	6%	u	-14%	-1%	-4%
CC1CCN(C(=O)Cn2nc(C(F)(F)F)c3c2CCCC3)CC1	-5%	1%	6%	12%	11%	4%	-12%	-1%
CCC1(CC)N([O-])C(C)=C(c2ccccc2)[N+]1=O	0%	3%	0%	-1%	7%	-2%	-3%	3%
COc1ncnc2c1N[C@@](C)(O)c1c(F)c(F)c(F)c(F)c1S2	-2%	-9%	x	0%	u	-5%	-4%	-16%
CCC1C2CN(C(C)=O)CC=C2C(C#N)=C(N)C1(C#N)C#N (stereo not given)	3%	-13%	7%	u	u	9%	11%	u
Cc1cc(C)cc(NC(=O)CN2C(=O)c3ccccc3Sc3ccc(C(=O)N4CCOCC4)cc32)c1	4%	-8%	x	11%	x	0%	x	-10%
C=CCn1c(COc2ccc3c(c2)CCCC3)nnc1SCC(=O)Nc1cccc(SC)c1	0%	-18%	-4%	-4%	-12%	10%	10%	-2%
CCOC(=O)CNc1ccc2c(c1)OCO2	-2%	-28%	-25%	u	u	-22%	8%	32µM*
CCn1c(O)c(C=C2N=c3ccccc3=N2)sc1=S	1%	-12%	x	1%	u	-7%	1%	-17%
CCc1nc(SCC(=O)Nc2nnc(CC)s2)c2c(C)c(C)sc2n1	-2%	-6%	-3%	-7%	4%	4%	-1%	-11%
CC(=O)n1cc([C@@H]2C=C(C(=O)O)O[C@H](OCc3ccc(CO)cc3)C2)c2ccccc21	-2%	-3%	-1%	0%	u	-7%	0%	-13%
Cc1cc2c(o1)CC(C)(C)CC2=O	5%	4%	7%	-5%	-7%	-6%	11%	-3%
O=C(COC(=O)CCCOc1ccc(Cl)cc1Cl)NCc1ccccc1	-3%	-28%	17%	-6%	3%	-8%	8%	u
COc1ccccc1-n1cnc2c(c1=O)c1nc3ccccc3nc1n2CCc1ccccc1	-5%	-9%	-1%	-9%	u	-4%	11%	u
CC12CCC(C(=O)N(NC(=O)c3ccccc3Cl)C1=O)C2(C)C (stereo not given)	0%	7%	-1%	0%	-7%	-2%	-2%	4%
Cc1ccc(C)c(NC(=O)Cn2c(=O)n(CC3CCCO3)c(=O)c3ccccc32)c1 (stereo not given)	6%	-16%	x	-2%	x	7%	x	-9%
CC(C)NCC(O)COCCOc1ccc(Br)cc1 (stereo not given)	2%	1%	6%	6%	3%	-3%	-8%	4%
CN(c1ccc(C(=O)NCCc2ccccc2)cc1)S(C)(=O)=O	3%	-3%	x	1%	0%	4%	4%	-6%
Cc1cc(NC(=O)CSc2nc(-c3ccco3)cc(C(F)(F)F)n2)n(-c2ccccc2)n1	1%	-10%	4%	-6%	-15%	16%	-3%	-5%
Cc1cccc(NC(=O)CC2SC(=NC3CCCCC3)NC2=O)c1 (stereo not given)	1%	-4%	x	4%	-1%	-4%	u	7%
Clc1ccc(-c2ccnc(Oc3ccc4ccccc4c3)n2)cc1	-4%	-17%	1%	-5%	-5%	-3%	-4%	-9%
COc1ccc(N(C(=O)COc2ccccc2OC)S(=O)(=O)c2ccc(C)cc2)cc1	1%	-10%	-6%	8%	-6%	5%	2%	u
CCCn1cc(S(=O)(=O)c2cccc(Cl)c2)c(=O)c2cc(F)c(N3CCCC3)cc21	8%	-4%	x	-2%	x	2%	x	3%
Cc1c(O)ccc(-c2n[nH]c(C(=O)O)c2-c2nc3ccccc3s2)c1O	-3%	-15%	-6%	4%	x	4%	2%	u
COc1ccnc(Oc2ccc(F)cc2)c1-c1ncn[nH]1	0%	12%	23%	0%	4%	1%	2%	8%
COc1ccc(NC(=O)CC2C(=O)N(c3ccc(F)cc3)C(=O)N2Cc2ccc3c(c2)OCO3)cc1 (stereo not given)	1%	-19%	x	-4%	x	0%	x	6%
COC(=O)C1=C(C)Nc2c(c(=O)n(C)c(=O)n2C)C1c1cccc(O)c1 (stereo not given)	-1%	-5%	4%	1%	x	-5%	-5%	-6%
CC1(C)CC(=O)C/C(=N\NC(=O)C2CC23CCC3)C1 (stereo not given)	0%	10%	-4%	-7%	-4%	3%	4%	5%
O=c1c2ccccc2c(/C=N/n2cnnc2)c(O)n1-c1ccccc1	1%	-1%	-10%	6%	u	-2%	6%	1%
CSc1ccc(S(=O)(=O)Nc2ccc(OCC(=O)N3CCOCC3)cc2)cc1	-2%	-9%	-4%	6%	13µM*	-9%	-4%	-12%

Continuation.
SMILES	TR SRC2 fluor cs	Tau fluor cs	L3MBTL1 block	Tau fibril FP	ALDH1A1 block	TRb-SRC2 inh	GLA spleen mod	Tau ThT inhib
CCOc1ccc(C(=O)c2cn(Cc3cccc(OC)c3)c3cc4c(cc3c2=O)OCO4)cc1	3%	-7%	x	5%	x	11%	x	-10%
COc1ccc(N(CC(=O)NC2CCCC2)C(=O)CS(=O)CC(=O)Nc2ccc3c(c2)OCO3)cc1 (stereo not given)	-3%	0%	1%	1%	16%	8%	-2%	-3%
CCCCCCOc1ccc(C2C(=O)N(C3CCCCC3)CC(=O)N2CCCC)cc1 (stereo not given)	-1%	-4%	x	6%	x	-3%	x	-14%
O=S(=O)(c1cnc(Cl)c(Br)c1)N1CCN(c2ncccn2)CC1	-1%	16%	-6%	-2%	0.35µM*	2%	1%	18%
O=C(Nc1ccc2c(c1)CCC2)c1cc(=O)[nH]c2ccccc12	-2%	-17%	1%	-10%	-18%	4%	0%	-9%
CCCN1CCN(CCCNC(=O)Cn2nc(C)n3c(cc4cc(F)ccc43)c2=O)CC1	-4%	6%	x	-2%	x	6%	x	4%
CCC(=O)Nc1cc(C(C)(C)C)ccc1C(C)=O	-1%	1%	16%	3%	-3%	-2%	-3%	-1%
CCn1cc(/C=C/C(=O)Nc2ccc(C)cc2Br)cn1	0%	2%	2%	-3%	-2%	-1%	8%	-10%
O=C(Cn1cnc2c(oc3ccccc32)c1=O)Nc1ccc(F)cc1F	u	u	x	u	x	-7%	x	u
O=c1[nH]c(C(F)(F)F)nc2ccccc12	-1%	5%	-1%	-1%	7%	-12%	10%	1%
Cn1c(=O)[nH]c(=O)c2c1nc(N1CCOCC1)n2CCSc1nnnn1-c1ccccc1	-9%	-18%	x	-9%	x	-5%	8%	x
